# Screening data as filed in PubChem BioAssay.
# S100A4 MyoIIA: S100A4-myosin IIA interaction inhibition; P26447; S100A4/TAMRA-MyoIIA peptide fluorescence polarization; inhibition, % at 10.7 µM; 360,000 tested, 0.14% active; AID 652163;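 active = mean inhibition of at least 70% across replicates, with every replicate also reaching that level; inconclusive = mean inhibition reaches 70% but some replicates fall short; inactive = mean inhibition below 70%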
# Target sequence (P26447 whole entry, looked up): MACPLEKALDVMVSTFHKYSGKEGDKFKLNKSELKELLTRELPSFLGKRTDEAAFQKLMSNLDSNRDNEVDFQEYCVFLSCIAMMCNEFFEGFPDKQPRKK
#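 Test system: S100A4 monomer protein. Medium: HEPES buffer with Ca2+, pH 7.2. Reagent: fluorescent myosin IIA peptide, 5 nM. Compound dosing: single-point compound testing. Timing: 5 min between mix addition and reading. Benchmarks: DMSO neutral and TFP positive wells.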
# RAD54 inh: blocks human RAD54 Holliday junction branch migration | FAM/BHQ fluorescence | inhibition, % at 10.4 µM | 360,000 tested, 0.14% active | AID 602329;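 active = mean normalized replicate activity at least 40 and at least half of replicates scoring 40 or more; inconclusive = only one of the two criteria met; inactive = mean below 40 and under half of replicates reaching 40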;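 also: 0% = median of neutral control wells and 100% = median of positive control wells; inhibitors cause a drop in the FAM fluorescence signal; in these data hits start at about 50%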
# ERp5 block: blocks human ERp5 reductase activity on insulin. inhibition, % at 9.99 µM. 350,000 tested, 0.05% active. AID 651711. ERp5 insulin aggregation, absorbance 650 nm, 90 min. Q15084;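 active = mean replicate inhibition above about 25%, with every replicate also reaching it, limit read from the data, passing the limit was not always enough; inconclusive = only one of those two criteria met; inactive = neither criterion met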
# esBAF inh: SWI/SNF esBAF complex inhibition. mouse ES cells, Bmi1-luciferase knock-in reporter, 24 h; 100% = twice the neutral-well signal. reporter increase, % at 12.5 µM. 350,000 tested, 2% active; in the data active = activation above about 40%; inconclusive = no clear call, values can overlap the other calls;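 also: 0% = median of the plate's neutral control wells and 100% = double that signal; a rise in the Bmi1 reporter signal indicates esBAF inhibition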
# Xi reactivation: activators of X-chromosome reactivation in mouse fibroblasts; activation, % at 7.58 µM; XiGFP mouse fibroblasts, % GFP-positive cells imaging, 3 d; cells co-treated with 5-aza-dC sensitizer; scaled so ellipticine positive control = 100%; 360,000 tested, 0.055% active; AID 743238;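 active = mean normalized replicate activation at least 10% and every replicate at or above 10%; inconclusive = only one of the two criteria met; inactive = mean below 10% and not all replicates reach 10%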;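 also: 0% = median of on-plate neutral control wells and 100% = ellipticine 6 µM median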
#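 System: 68-5-11 XiGFP fibroblast line | Buffer or medium: DMEM containing 5-aza-dC | Compound: Single point | Times: Compounds 3 days, fix/stain 15 min at room temperature | Benchmarks: Positive control ellipticine, 6 µM final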
# E-selectin induc: induces E-selectin expression in human endothelial cells; P16581; HUVEC E-selectin immunofluorescence imaging; normalized: neutral wells 0, TNF-alpha wells 100; activation, % at 7.58 µM; 260,000 tested, 0.37% active;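 active = mean E-selectin-positive cell signal at least 10% of the positive control, reached in at least 60% of replicates, without over 20% cell loss; inconclusive = no rule given, readout overlaps actives, possibly toxicity-flagged; inactive = the rest, including those meeting only one limit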;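 also: in these data hits start at about 27%; measured in HUVEC primary endothelial cells; signal is the percent of cells scored E-selectin positive by PE staining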
#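 assay system = HUVEC, human umbilical vein endothelial cells | input = 3,000 HUVEC seeded per well | medium = EGM-2 growth medium on 0.1% gelatin-coated wells | dosing = one compound dose added by pin transfer | signal = immunofluorescence imaging | read-out basis = % PE-positive cells | control set = TNF-alpha, DMSO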
# RAD52 inh: blocks human RAD52 DNA annealing; recombinant RAD52 DNA annealing, FRET fluorescence; inhibition, % at 18.7 µM; 360,000 tested, 0.46% active; AID 651710;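 active = every replicate showing at least 50% inhibition; inconclusive = mean inhibition at least 50% but not in every replicate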
# ERAP1 HTS inh: blocks human ERAP1 aminopeptidase activity; 340,000 tested, 0.15% active; recombinant ERAP1, Leu-AMC fluorescence, 60 min; Q9NZ08; inhibition, % at 10.7 µM;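 active = mean replicate inhibition of at least 30%, or all replicates individually reaching that 30% level; inactive = mean below 30% and not every replicate reaching it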;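 also: 0% = neutral control wells and 100% = L-leucinethiol positive control wells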
# Target sequence (Q9NZ08 whole entry, looked up): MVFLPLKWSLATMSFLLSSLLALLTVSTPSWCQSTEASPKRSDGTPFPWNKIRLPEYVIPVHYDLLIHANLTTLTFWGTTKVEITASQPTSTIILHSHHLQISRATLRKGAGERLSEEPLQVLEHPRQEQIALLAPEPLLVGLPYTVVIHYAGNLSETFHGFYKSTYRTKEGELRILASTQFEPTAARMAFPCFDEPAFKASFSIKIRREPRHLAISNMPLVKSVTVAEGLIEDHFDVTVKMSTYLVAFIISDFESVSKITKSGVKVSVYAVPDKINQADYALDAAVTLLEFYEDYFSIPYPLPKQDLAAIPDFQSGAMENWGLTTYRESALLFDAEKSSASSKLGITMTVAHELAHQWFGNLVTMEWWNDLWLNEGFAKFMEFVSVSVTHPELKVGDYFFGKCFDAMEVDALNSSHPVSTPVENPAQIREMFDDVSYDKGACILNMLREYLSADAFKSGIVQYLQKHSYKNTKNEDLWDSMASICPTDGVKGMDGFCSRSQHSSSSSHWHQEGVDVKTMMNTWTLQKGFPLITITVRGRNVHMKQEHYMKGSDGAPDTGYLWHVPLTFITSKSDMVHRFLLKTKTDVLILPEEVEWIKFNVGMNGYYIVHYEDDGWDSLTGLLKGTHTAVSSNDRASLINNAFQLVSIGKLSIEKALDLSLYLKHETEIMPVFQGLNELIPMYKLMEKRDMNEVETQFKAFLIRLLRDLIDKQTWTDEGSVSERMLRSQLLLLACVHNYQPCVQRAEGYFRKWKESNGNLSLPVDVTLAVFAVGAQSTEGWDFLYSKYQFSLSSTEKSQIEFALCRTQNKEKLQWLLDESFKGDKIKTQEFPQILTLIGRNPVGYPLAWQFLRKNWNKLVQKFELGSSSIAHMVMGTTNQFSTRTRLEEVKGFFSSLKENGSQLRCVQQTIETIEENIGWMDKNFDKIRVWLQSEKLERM
# * marks the source's active call; other numbers are inactive results; ? = inconclusive; · = not tested or not shown.
SMILES,S100A4 MyoIIA,RAD54 inh,ERp5 block,esBAF inh,Xi reactivation,E-selectin induc,RAD52 inh,ERAP1 HTS inh
CCCc1c(C(=O)N/N=C/c2ccc3c(c2)OCO3)nnn1-c1nonc1N,-3,6,0,3,0.0,·,-8,-1
CC(NC(=O)c1cc(=O)[nH]c2ccccc12)c1ccccc1 (centres undefined),3,5,6,12,0.1,·,-14,-1
Cc1ccc(S(=O)(=O)N2CCOCC2)cc1NC(=O)CSc1n[nH]c(N)n1,-13,·,0,·,0.5,5.5,-23,-3
COc1cccc(CN2CCNC(=O)C2CC(=O)N(Cc2cnn(C)c2)C(C)C)c1 (centres undefined),1,·,3,·,0.0,·,-12,2
O=C(CSc1n[nH]c(-c2cccs2)n1)NC1CCS(=O)(=O)C1 (centres undefined),-4,10,1,-1,0.1,0.2,-11,35*
O=C(O)c1ccc(CN2CCOCC2)o1,-11,2,-1,-5,0.0,-4.6,-8,0
COc1ccc([C@H]2CC(=O)C=C(c3ccc(CNC(=O)OC(C)(C)C)cc3)C2)cc1,-1,-1,1,6,0.0,30*,-12,1
Nc1cc[n+](CC(=O)c2ccccc2)cc1,-3,-10,5,-3,0.1,·,4,-4
NNc1nc(-c2ccccc2Cl)c2cc(Br)ccc2n1,-13,2,-1,-5,0.0,-0.1,-17,-1
COc1ccc(CNC(=O)N2CCN(c3ccccc3OC)CC2)cc1,1,-10,4,2,0.0,2.3,-5,-3
C[C@@H]1CN([C@@H](C)CO)C(=O)Cc2cc(NC(=O)CCN3CCOCC3)ccc2O[C@H]1CN(C)Cc1ccc(C(=O)O)cc1,·,0,·,-1,0.2,0.1,·,·
C=CCC[C@@H](Cc1ccc(F)cc1)C(=O)OC[C@@H](Cc1ccccc1)NC(=O)[C@H](CC=C)CC(=O)NCCO,8,-3,1,-8,0.1,0.0,7,-1
CCC(C)N1C(=O)S/C(=C/c2ccc3c(c2)n(C)c(=O)n3C)C1=O (centres undefined),-1,11,6,2,0.0,·,-13,1
O=C(NCCCN1CCCC1)c1cc2c(Cl)nc3ccccc3c2s1,1,?,-14,-8,1.0,-0.2,63*,0
CC(Oc1cc2oc(=O)c3c(c2cc1Cl)CCCC3)C(=O)NCc1cccnc1 (centres undefined),-2,5,-4,-1,0.3,0.8,-3,-1
C[C@@H]1CN([C@@H](C)CO)C(=O)c2cccc(NC(=O)Nc3ccc4c(c3)OCO4)c2O[C@@H]1CN(C)CC1CCCCC1,6,-4,4,-6,0.1,0.0,16,0
CN(C)C(=O)C[C@H]1CC[C@H]2[C@@H](COC[C@H](O)CN2C(=O)c2ccncc2)O1,-4,-8,-1,-1,0.2,0.2,-9,-1
COc1cccc(NC(=O)CN(C)C(C)C(=O)Nc2ccc(S(=O)(=O)N3CCOCC3)cc2)c1 (centres undefined),-3,12,4,·,0.2,·,-27,1
CN(C)C(/C=C/Nc1ccc([N+](=O)[O-])cc1)=C(C#N)C#N,1,·,1,·,0.0,·,-34,-3
O=C(C[C@@H]1C=C[C@H](NC(=O)C2CC2)[C@@H](CO)O1)NCc1ccncc1,-15,-15,-8,4,0.0,-0.1,-21,-2
Cc1noc(C)c1NC(=O)Nc1ccc2c(c1)CC(=O)N([C@@H](C)CO)C[C@@H](C)[C@@H](CN(C)S(=O)(=O)c1cccs1)O2,-2,-4,-2,1,-1.1,-9.5,5,8
O=C(C[C@@H]1C[C@@H]2c3cc(NC(=O)NC4CCCCC4)ccc3O[C@@H]2[C@H](CO)O1)NCCc1ccccc1,1,·,1,·,0.0,0.7,13,0
CC(=O)c1cc2c(cc1NS(=O)(=O)c1ccccc1C)OCO2,-4,·,3,·,0.0,-0.5,-15,-1
COc1ccc(S(=O)(=O)N2CCC[C@H]2C(=O)N2CCC[C@H]2C(=O)NCc2ccc(F)cc2F)cc1C,0,·,2,·,0.0,0.0,-23,·

# Brought forward from above: 6 entries; new compounds follow.
SMILES,S100A4 MyoIIA,RAD54 inh,ERp5 block,esBAF inh,Xi reactivation,E-selectin induc,RAD52 inh,ERAP1 HTS inh
CN(C)C(/C=C/Nc1ccc([N+](=O)[O-])cc1)=C(C#N)C#N,1,·,1,·,0.0,·,-34,-3
O=C(C[C@@H]1C=C[C@H](NC(=O)C2CC2)[C@@H](CO)O1)NCc1ccncc1,-15,-15,-8,4,0.0,-0.1,-21,-2
Cc1noc(C)c1NC(=O)Nc1ccc2c(c1)CC(=O)N([C@@H](C)CO)C[C@@H](C)[C@@H](CN(C)S(=O)(=O)c1cccs1)O2,-2,-4,-2,1,-1.1,-9.5,5,8
O=C(C[C@@H]1C[C@@H]2c3cc(NC(=O)NC4CCCCC4)ccc3O[C@@H]2[C@H](CO)O1)NCCc1ccccc1,1,·,1,·,0.0,0.7,13,0
CC(=O)c1cc2c(cc1NS(=O)(=O)c1ccccc1C)OCO2,-4,·,3,·,0.0,-0.5,-15,-1
COc1ccc(S(=O)(=O)N2CCC[C@H]2C(=O)N2CCC[C@H]2C(=O)NCc2ccc(F)cc2F)cc1C,0,·,2,·,0.0,0.0,-23,·
Cc1ccc(S(=O)(=O)n2cc(-c3ccccc3)c3ccccc32)cc1,18,-2,2,-13,0.9,0.1,-13,·
CCOc1ccc(NC(=O)CNC(=O)c2cccs2)cc1,-3,·,-1,22,0.1,0.4,-8,·
COc1ccc(S(=O)(=O)N(C)C[C@H]2OCCCC[C@H](C)Oc3ccc(NC(=O)CCC(F)(F)F)cc3C(=O)N([C@@H](C)CO)C[C@H]2C)cc1,-24,-2,-3,2,-0.2,25,-30,-2
Cc1ccc(S(=O)(=O)C2(C(=O)Nc3cccc(F)c3)CC2)cc1,-7,-14,6,7,0.0,-0.2,-9,6
CC1(C)Cc2cccc(OCC(=O)NCc3ccc(F)cc3)c2O1,3,4,-5,4,-0.1,·,-4,1
COc1cc(C(=O)NC(=S)Nc2ccccc2N2CCOCC2)cc(OC)c1OC,1,-7,-7,·,0.4,0.4,-13,0
CSCCC(C(=O)OCC(=O)c1ccc(C)c(C)c1)N1C(=O)c2ccccc2C1=O (centres undefined),-36,·,0,·,0.1,-3.2,-12,0
O=C(OCC(=O)c1c[nH]c2ccccc12)c1cncc(Br)c1,-5,10,-13,15,-0.1,·,-26,0
O=S(=O)(c1cccs1)N1CCCCN2[C@@H](CO)[C@@H](c3ccc(C4=CCCCC4)cc3)[C@@H]2C1,21,-7,-3,·,·,·,-12,5
COc1ccc(N(C)S(=O)(=O)c2cccc(C(=O)Nc3ccc(OC)nc3)c2)cc1,-4,·,-4,·,0.3,2.3,-116,0
COc1c(C)cc(NC(=O)c2ccc3c(c2)NC(=O)CO3)cc1C,-7,·,12,·,0.0,0.1,5,5
Nc1nonc1-n1nnc(C(=O)N/N=C/c2cccc(Cl)c2)c1-c1ccc2c(c1)OCO2,-1,-9,3,14,0.0,·,5,-3
Cc1ccc(NC(=O)c2ccc3snnc3c2)cc1,0,·,-3,·,0.0,6.6,-156,·
Cc1ccc(-c2nn(CC(=O)N3CCOCC3)c(=O)c3ccccc23)cc1S(=O)(=O)N(C)C,3,-4,-4,-6,0.0,-1.3,3,0
COc1ccc(CCC(=O)Nc2c(-c3ccc(N(C)C)cc3)[nH][nH]c2=O)cc1,3,-3,6,-3,-0.1,2.5,-2,4
CC(C)NC(=O)N(C)C[C@H]1OCCCC[C@H](C)Oc2ccc(NC(=O)Nc3ccc4c(c3)OCO4)cc2C(=O)N([C@H](C)CO)C[C@@H]1C,-14,-1,2,4,0.3,-0.1,19,3
CN(C)C(=O)c1cccc(-c2ccc([C@@H]3[C@H]4CN(C(=O)Cc5ccccc5)CC(=O)N4[C@H]3CO)cc2)c1,-2,·,-1,·,0.1,-0.1,-13,-1
COc1cc(CC(=O)Nc2nc(C)cs2)cc(OC)c1OC,-2,-8,-2,-2,0.0,-2.1,8,4
C/C=C/c1cnc2c(c1)C(=O)N([C@H](C)CO)C[C@H](C)[C@@H](CN(C)C(=O)Nc1cccc(OC)c1)O2,-7,1,-11,1,0.0,0.3,-4,2
Cc1ccc([C@@H]2C[C@H]3[C@@H](CN2S(=O)(=O)c2ccc(Cl)cc2)C(=O)C[C@@H](c2cccc4ccccc24)N3S(=O)(=O)c2ccc(C)cc2)cc1,-11,1,2,2,-0.1,-7.5,-20,·
Cc1ccc(C(=O)NCC(=O)OCC(=O)NC(C)c2ccccc2)s1 (centres undefined),3,·,0,·,0.1,0.1,4,5
Cc1cc(-n2ccnc2)n2c(nc3ccccc32)c1C#N,-1,-11,-3,-2,·,·,-55,1
COc1cc(NC(=O)COC(=O)/C=C/c2ccc(O)c(OC)c2)cc(OC)c1,2,·,16,·,0.5,·,-10,-2
CC(C)NC(=O)Nc1cccc2c1O[C@@H](CN(C)C(=O)Nc1ccccc1)[C@@H](C)CN([C@H](C)CO)C2=O,10,1,3,-3,0.0,-0.1,12,4

# Profiles as entered above. Values in the order: S100A4 MyoIIA	RAD54 inh	ERp5 block	esBAF inh	Xi reactivation	E-selectin induc	RAD52 inh	ERAP1 HTS inh
# COc1ccc(N(C)S(=O)(=O)c2cccc(C(=O)Nc3ccc(OC)nc3)c2)cc1 is listed with -4	·	-4	·	0.3	2.3	-116	0
# COc1c(C)cc(NC(=O)c2ccc3c(c2)NC(=O)CO3)cc1C is listed with -7	·	12	·	0.0	0.1	5	5

# The results go on.
SMILES,S100A4 MyoIIA,RAD54 inh,ERp5 block,esBAF inh,Xi reactivation,E-selectin induc,RAD52 inh,ERAP1 HTS inh
COc1ccc(N2CCN(C(=O)CCNS(=O)(=O)c3ccccc3)CC2)cc1,1,·,10,·,-0.1,·,-7,3
Cc1cc(CN(C)C(=O)c2ccc(OC3CCN(Cc4ccccn4)CC3)cc2)on1,-1,18,3,-3,0.0,·,-30,2
COc1ccc(/C=C/C(=O)NCCSCc2ccco2)cc1OC,-3,·,·,-2,0.0,·,-19,1
CCn1nnnc1NCc1ccc(OCc2ccc(F)cc2Cl)c(OC)c1,-1,-2,2,-11,0.1,·,-5,4
O=C(c1ccc(N2CCOCC2)c([N+](=O)[O-])c1)N1CCN(Cc2ccccc2)CC1,0,11,0,-1,-0.1,-0.2,-9,-3
C/C=C/c1ccc([C@@H]2[C@@H](CO)N(C(C)=O)C23CN(C(=O)c2ccccc2)C3)cc1,-12,·,-4,·,0.1,0.0,-14,-1
COc1ccc(NC(=O)N(C)C[C@@H]2Oc3ncc(C#CCN(C)C)cc3C(=O)N([C@H](C)CO)C[C@H]2C)cc1,1,-4,-1,-6,-1.2,0.1,-10,0
CC(=O)C[C@@H](O)CC(=O)[C@@H]1OC(=O)CC/C=C\Cc2ccccc21,-8,3,-1,-2,0.0,-0.2,-25,1
C[C@@H]1CN([C@H](C)CO)C(=O)Cc2cc(NC(=O)NC3CCCCC3)ccc2O[C@@H]1CN(C)C(=O)Nc1ccc(C(F)(F)F)cc1,?,0,-5,5,1.3,0.3,-7,-5
CCCCc1ccc(-c2ccc(Br)cc2)nc1,2,3,-1,-4,·,·,-1,1
CC1CC(C)CN(c2nc3c(c(=O)n(C)c(=O)n3C)n2CCSc2nc3ccccc3o2)C1 (centres undefined),-2,-7,-2,-11,0.2,-0.2,5,-2
